LYP phosphatase – inhibitors of LYP phosphatase, biochemical, fluorescence intensity, uHTS (AID 1779). hit rate 0.054% among 290,000. inhibition, % at 11.5 µM; hits with a dose series show IC50 in µM. recombinant LYP phosphatase, fluorescence intensity; higher % means a stronger effect; in the data active = inhibition above about 50%;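 also: plate controls were vehicle with enzyme for no effect and no enzyme for full effect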
SV40 large T antigen – SV40 large T antigen inhibitors, biochemical (AID 1903); SV40 large T antigen ATPase/helicase inhibition assay; higher % means a stronger effect; inhibition, % at 20 µM, or IC50 in µM where a hit was titrated; hit rate 0.39% among 310,000; in the data active = a potency from the dose series; also: strong numbers were not always called active
GPR55 LPI antagonism – GPR55 antagonists blocking LPI-driven arrestin recruitment, primary screen, imaging, U2OS, beta-arrestin-GFP, LPI agonist (AID 2013). U2OS GPR55 beta-arrestin-GFP translocation imaging, LPI antagonism; higher % means a stronger effect. one-dose inhibition, % at 10 µM; IC50 in µM for titrated hits. hit rate 0.13% among 290,000;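 active = spots per cell inhibited over 60%, with over 100 cells counted and total cytoplasm intensity under 500,000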;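 also: U2OS cells stably carrying GPR55 and arrestin-GFP stimulated by 5 µM LPI near EC80; imaged beta-arrestin-GFP aggregate spots per cell after agonist stimulation; plate controls were LPI-stimulated DMSO wells for no effect and DMSO wells without LPI for full effect; some results filed as inactive read as strong as hits; confirmed hits need IC50 under 10 µM and bright autofluorescent wells are also inconclusive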
Lipid droplet – hepatic lipid droplet formation modulation; AML12 mouse hepatocytes, oleate lipid droplets, BODIPY imaging; inhibition, % at 6.5 µM; hit rate 0.4% among 240,000; AID 1656;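 active = lipid droplet intensity inhibited by at least 50%, with more than 500 cells counted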
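Test system: AML12 mouse liver cells; schedule: overnight exposure; technique: high-content imaging of BODIPY-stained droplets and DAPI nuclei; read-out: % inhibition of corrected integrated BODIPY droplet signal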
NTR1 agonist – NTR1-driven beta-arrestin-GFP spot formation – imaging, U2OS cells, high content, primary screen (AID 493036). P30989. agonist mode. hit rate 0.17% among 330,000. activation, % at 20 µM;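 active = activation at or above 40% of the spot to cytoplasm intensity ratio, with at least 20 cells analyzed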;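 also: 0% = DMSO without peptide and 100% = 100 nM NTR1 peptide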
Target sequence (P30989 whole entry, looked up): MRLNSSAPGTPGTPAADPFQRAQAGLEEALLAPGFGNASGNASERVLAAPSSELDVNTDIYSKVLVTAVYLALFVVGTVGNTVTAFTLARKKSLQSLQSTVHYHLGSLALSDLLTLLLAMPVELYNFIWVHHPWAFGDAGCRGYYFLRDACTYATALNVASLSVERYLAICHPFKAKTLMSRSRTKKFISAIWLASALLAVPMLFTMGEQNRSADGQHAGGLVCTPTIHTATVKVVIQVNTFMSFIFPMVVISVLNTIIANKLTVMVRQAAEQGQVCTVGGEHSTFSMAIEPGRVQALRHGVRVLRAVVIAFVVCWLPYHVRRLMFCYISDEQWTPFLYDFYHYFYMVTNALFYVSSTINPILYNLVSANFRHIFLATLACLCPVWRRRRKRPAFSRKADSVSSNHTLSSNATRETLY
GPR35 arrestin U2OS – inhibition of zaprinast-stimulated GPR35 beta-arrestin translocation – imaging, U2OS, beta-arrestin-GFP, zaprinast agonist, primary screen (AID 2058); U2OS GPR35 beta-arrestin-GFP translocation imaging, zaprinast antagonism; higher % means a stronger effect; one-dose inhibition, % at 10 µM; IC50 in µM for titrated hits; hit rate 0.052% among 290,000;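 active = inhibition of at least 50% with at least 30 cells and total cytoplasm GFP at most 10,000,000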
T cell modulator – T cell immune modulators affecting CD8 T cell-vesicle binding | 2C CD8+ T cell-vesicle binding, flow cytometry; stronger effect = lower value | calls only at 7 µM | hit rate 0.068% among 330,000 | AID 2052;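 active = response, share of CD8 T cells binding vesicles, and their 90th percentile fluorescence all below set limits, cut at about 80% in these data, passing the limit was not always enough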
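Assay system – 2C mouse CD8+ T cells · Also added – QL9-loaded Drosophila micro-vesicles · Timing – Cell–vesicle co-incubation 1.5 h at 37 °C, staining 20 min on ice · Signal – flow cytometry of vesicle-bound cells · Measure – percent CD8+ FL2 mean versus row control · Controls – Peptide-free naked vesicles (low) and QL9 vesicles with 0.7% DMSO vehicle (high)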
GPR55 beta-arrestin – GPR55 agonists via beta-arrestin recruitment, primary screen, imaging, U2OS cells, beta-arrestin-GFP redistribution (AID 1961) | U2OS GPR55 beta-arrestin-GFP redistribution imaging; higher % means a stronger effect | activation, % at 10 µM, or EC50 in µM where a hit was titrated | hit rate 0.048% among 290,000;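 active = activation above 40% with more than 50 cells counted in the well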;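 also: U2OS osteosarcoma cells stably expressing GPR55 and beta-arrestin-GFP; plate controls were DMSO negative control for no effect and LPI positive control for full effect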
MgcRacGAP inhibition – MgcRacGAP GTPase-activating activity inhibitors, confirmation, biochemical, ADP Hunter fluorescence; MgcRacGAP-stimulated Rac1 GTP hydrolysis, ADP Hunter fluorescence; higher % means a stronger effect; GST-tagged Rac1 F28L mutant substrate; hit rate 0.6% among 340,000; AID 624330; one-dose inhibition, % at 30 µM; IC50 in µM for titrated hits;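 active = first-screen hits whose inhibition reached a set limit at any dose in the follow-up dose series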;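 also: fluorescence reports GDP produced by GAP-driven GTP hydrolysis; strong numbers were not always called active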
Lipid droplet cells 6.5 µM – further read-out of Lipid droplet, marked with its call; cell count; measured here: cell count, cytotoxicity flag;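 cells counted across two imaged fields per well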
T cell modulator vesicle-bound % – further read-out of T cell modulator, marked with its call; double positive events, %; measured here: CD8+ vesicle-bound cell fraction;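 binding gate set so that unloaded-vesicle control wells show 10% double positive cells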
NTR1 agonist cell count 20 µM – recorded beside NTR1 agonist, whose call it bears; cell count; measured here: cell count, cytotoxicity flag
* = called active by the depositor; i = inactive; · = no result given.

SMILES	LYP phosphatase	SV40 large T antigen	GPR55 LPI antagonism	Lipid droplet	Lipid droplet cells 6.5 µM	NTR1 agonist	NTR1 agonist cell count 20 µM	GPR35 arrestin U2OS	T cell modulator	T cell modulator vesicle-bound %	GPR55 beta-arrestin	MgcRacGAP inhibition
O=C(CCSc1nnc(-c2ccco2)o1)Nc1ccc(Cl)cc1	-9.3%	9.4%	-12.6%	·	·	1.6	83	-1.8%	i	32.5	-0.2%	5.1%
O=C(CCC1CCCCC1)NCc1ccc(F)cc1	-2.6%	4.4%	0.7%	-2.0	406	-1.6	49	1.4%	i	13.2	0.9%	4.7%
Cc1ccc2nc(NC(=S)NC(=O)c3ccco3)sc2c1	5.1%	3.2%	-12.7%	1.2	710	·	·	-12.0%	i	39.7	-0.2%	11.5%
Cc1c(OCC(=O)NCc2ccccn2)ccc2c3c(c(=O)oc12)CCCC3	-8.8%	10.9%	16.4%	-9.5	640	2.7	78	6.2%	i	38.3	-0.2%	-2.9%
Cc1ccc(C)c(S(=O)(=O)N2CCN(C(=O)c3cnccn3)CC2)c1	-10.2%	-1.4%	23.1%	·	·	-1.0	63	9.2%	i	48.5	-0.1%	0.8%
CCN(CC)CCN(C(=O)c1ccc2c(c1)CCCC2)c1nc2cc(OC)c(OC)cc2s1	-5.7%	2.9%	18.5%	17.2	812	37.2	65	3.7%	i	63.2	0.3%	8.6%
COc1ccc(-c2c(C)oc3c(CN4CCN(CCO)CC4)c(O)ccc3c2=O)cc1OC	-11.1%	11.8%	34.1%	·	·	1.2	45	4.2%	i	27.1	-0.1%	13.0%
CCCCCc1c(C)nc(Nc2nc(C)c3cc(OC)ccc3n2)[nH]c1=O	0.3%	2.0%	18.7%	·	·	3.7	44	19.7%	i	43.7	0.5%	12.0%
Cc1ccc(P(=O)(O)c2ccc(C)cc2)cc1	-4.8%	11.4%	17.8%	·	·	-0.4	47	2.2%	i	40.5	-0.1%	8.6%
CCOC(=O)c1c(C)[nH]c(C)c1S(=O)(=O)NCCc1ccc(SC)cc1	-6.2%	8.3%	-4.3%	-21.0	658	-0.1	73	-8.1%	i	40.9	-0.1%	9.3%
Cc1ccc(C(=O)OCC(=O)NCCNC(=O)COC(=O)c2ccc(C)s2)s1	·	11.5%	·	·	·	-0.4	68	·	i	32.6	·	7.4%
Cc1[nH]c2ccccc2c1/C=N/NC(=O)c1cccs1	9.4%	3.1%	-6.7%	7.6	640	0.5	26	-9.4%	i	13.0	0.3%	6.8%
CCCn1c(SCC(=O)Nc2sc(C)c(C)c2C(=O)OCC)nc2c1c(=O)n(C)c(=O)n2C	-2.8%	1.8%	2.5%	·	·	1.6	90	-3.4%	i	14.8	0.2%	5.7%
CC(CCc1ccccc1)NC(=O)COC(=O)c1ccc(NC(=O)CC#N)cc1 (centres undefined)	-7.2%	8.6%	0.4%	-9.6	847	0.5	71	12.4%	i	35.6	0.0%	12.9%
COCC1CCN(Cc2cn(Cc3ccccc3)nc2-c2cc3ccccc3o2)CC1	1.3%	3.1%	4.0%	4.2	578	1.4	62	12.0%	i	33.2	-0.1%	9.5%
COc1ccc(CN2C(=O)CC(C(=O)NCCc3ccc(S(N)(=O)=O)cc3)SC2=Nc2ccccc2)cc1 (centres undefined)	0.0%	-9.6%	13.3%	-3.4	644	9.7	28	2.2%	i	55.1	0.2%	3.1%
Cc1nn(CCOc2ccccc2Cl)c(C)c1[N+](=O)[O-]	-4.5%	3.8%	-6.7%	9.9	870	-1.1	36	-3.9%	i	38.1	-0.1%	6.6%
CC(Oc1ccc2c(c1)oc(=O)c1ccccc12)C(=O)NC(Cc1c[nH]c2ccc(O)cc12)C(=O)O (centres undefined)	-5.0%	·	2.2%	-1.8	776	-2.1	88	-10.8%	i	2.9	0.7%	6.0%
CCOC(=O)C1=C(c2ccccc2)Nc2ncnn2C1c1ccc(C(=O)O)cc1 (centres undefined)	4.8%	-7.0%	5.9%	1.7	706	0.2	59	-14.1%	i	15.3	0.3%	5.5%
CC(C)[C@@H]1NC(=O)c2cc([N+](=O)[O-])cc(I)c2NCCC[C@@H](C(=O)NC(CC(=O)O)C(N)=O)NC(=O)[C@H](CO)NC1=O (some centres undefined)	-5.7%	9.5%	-1.0%	-3.3	750	0.6	81	-3.0%	i	8.8	0.2%	6.3%
COc1ccc(Cc2nnc(NC(=O)C3CC(=O)N(c4ccccc4)C3)s2)cc1OC (centres undefined)	-7.0%	-0.2%	-4.8%	-1.5	799	1.0	43	-2.2%	i	11.4	0.5%	2.8%
CCn1cc(C2=NCC(C)O2)c2ccccc21 (centres undefined)	-4.7%	9.4%	-6.7%	-1.0	741	-0.7	46	12.5%	i	15.4	0.1%	8.5%
Cc1c(/C(O)=C2\C(=O)C(=O)N(CCN(C)C)C2c2cccs2)cnn1-c1ccccc1 (centres undefined)	-1.7%	11.2%	-1.9%	-2.6	727	-0.8	56	-13.3%	i	24.5	-0.3%	5.1%
COc1cnc(NS(=O)(=O)c2ccc(N)cc2)nc1	-4.4%	6.4%	-3.6%	10.3	744	2.4	52	-9.0%	i	15.2	0.2%	3.8%
O=C(CN1C(=O)c2ccccc2C1=O)NCC(=O)OCC(=O)c1ccc(Cl)cc1	-3.6%	12.5%	-8.2%	-0.1	566	3.5	55	15.2%	i	45.3	-0.3%	7.1%
SMILES	LYP phosphatase	SV40 large T antigen	GPR55 LPI antagonism	Lipid droplet	Lipid droplet cells 6.5 µM	NTR1 agonist	NTR1 agonist cell count 20 µM	GPR35 arrestin U2OS	T cell modulator	T cell modulator vesicle-bound %	GPR55 beta-arrestin	MgcRacGAP inhibition
CCOC(=O)c1nc2nc(C)cc(=O)n2[nH]1	-7.8%	2.0%	-1.7%	·	·	-1.2	107	4.9%	i	59.0	0.7%	10.7%
CCOc1cc2[nH]c(=O)n(Cc3cccc(OC)c3)c(=O)c2cc1OCC	-8.2%	13.9%	19.7%	·	·	1.4	70	5.6%	i	63.1	-0.1%	4.5%
O=C(NCCc1csc(-c2cccnc2)n1)c1ccco1	-3.2%	13.3%	-6.2%	·	·	1.3	64	-21.7%	i	15.9	-0.1%	-5.1%
CCSc1oc(-c2ccccc2)nc1S(=O)(=O)c1ccccc1	3.8%	14.7%	1.1%	1.5	758	3.0	45	-4.8%	i	31.3	-0.1%	2.2%
CC1CCN(CC(=O)NCc2ccco2)CC1	-6.5%	-0.1%	-2.2%	-16.3	714	-0.5	63	12.0%	i	30.2	-0.6%	2.1%
COc1cc(NC(=O)CSc2nnc(Cn3nnc4ccccc43)n2C)cc(OC)c1	-1.7%	-0.8%	-4.1%	-83.8	726	1.4	91	-7.0%	i	51.9	-0.3%	5.1%
O=C(NC1CCCCCC1)C1CCN(S(=O)(=O)c2ccc(F)cc2)CC1	-1.4%	4.3%	5.0%	·	·	-0.9	53	11.4%	i	24.5	-0.1%	8.8%
COc1ccc([N+](=O)[O-])cc1NC(=O)c1ccc(CN(c2ccccc2)S(C)(=O)=O)cc1	-2.2%	4.5%	-4.1%	0.2	710	0.2	65	-0.2%	i	16.7	0.1%	7.4%
CN(Cc1ccc(F)cc1)C(=O)c1cccc(NS(=O)(=O)c2ccccc2)c1	-8.5%	6.1%	0.0%	3.3	709	1.1	64	3.7%	i	68.6	-0.2%	7.1%
O=C(N/N=C\c1ccncc1)c1ccc(Cl)s1	-3.7%	-0.6%	-2.7%	-17.2	687	0.8	65	15.7%	i	39.9	-0.1%	-3.3%
CCc1ccc(S(=O)(=O)N2CC(=O)Nc3ccccc32)cc1	-5.9%	-4.3%	-18.6%	5.1	823	-1.3	39	-5.7%	i	33.8	-0.1%	0.5%
Cc1cc(C)c(C#N)c(SCS(=O)Cc2ccccc2)n1 (centres undefined)	-2.0%	19.6%	9.6%	·	·	-0.2	41	10.1%	i	41.3	0.0%	4.1%
Nc1c(C(=O)O)ccc2c1C(=O)c1ccccc1C2=O	0.0%	6.7%	1.4%	7.1	680	0.9	48	4.7%	i	44.7	0.1%	14.4%
CC(C)(C)NC(=S)NC(C)(C)C	-2.8%	·	5.7%	3.7	692	1.6	99	-0.2%	·	·	0.2%	3.8%
Cc1ccc(C)c(OCCC(=O)Nc2cccc(S(=O)(=O)N3CCCC3)c2)c1	·	10.3%	·	·	·	1.5	70	·	i	47.5	·	11.2%
CCNC(=S)Nc1ccc(Cc2ccncc2)cc1	-5.3%	31.4%	1.5%	5.0	681	-0.1	45	3.8%	i	58.0	-0.2%	8.5%
COc1cc(OC)c(NC(=O)CCCNC(=O)Cn2cnc3sc(C)c(C)c3c2=O)cc1Cl	-7.3%	-3.0%	-1.4%	-7.5	764	0.2	67	17.1%	i	24.8	-0.2%	4.3%
Cc1[nH]n(-c2ccccc2)c(=O)c1C1(C(F)(F)F)C(=O)N(c2ccc(F)cc2)C2=C1C(=O)CC(C)(C)C2 (centres undefined)	-5.9%	15.8%	0.7%	7.7	768	-1.0	41	7.8%	i	19.5	-0.1%	10.6%
Clc1ccc(-c2nc3nc4ccccc4nc3n2Cc2ccco2)cc1	-6.9%	-0.9%	2.2%	-3.8	778	1.9	50	1.4%	i	26.9	-0.2%	11.3%
CC(C(=O)OCC(=O)c1ccccc1)N1C(=O)c2ccccc2C1=O (centres undefined)	-3.5%	7.8%	4.3%	3.2	660	1.8	65	3.7%	i	44.9	-0.1%	-1.4%
COc1cc2c(=O)n(CCC(=O)NCC3CCCO3)c(=O)n(CC(=O)c3ccc(Cl)cc3)c2cc1OC (centres undefined)	-1.9%	16.7%	12.7%	6.3	697	-0.2	68	1.6%	i	30.4	-0.4%	14.2%

Rewritten with bars between the fields: entries from further up
canonical_smiles | LYP phosphatase | SV40 large T antigen | GPR55 LPI antagonism | Lipid droplet | Lipid droplet cells 6.5 µM | NTR1 agonist | NTR1 agonist cell count 20 µM | GPR35 arrestin U2OS | T cell modulator | T cell modulator vesicle-bound % | GPR55 beta-arrestin | MgcRacGAP inhibition
CCOC(=O)c1nc2nc(C)cc(=O)n2[nH]1 | -7.8% | 2.0% | -1.7% | · | · | -1.2 | 107 | 4.9% | i | 59.0 | 0.7% | 10.7%
CN(Cc1ccc(F)cc1)C(=O)c1cccc(NS(=O)(=O)c2ccccc2)c1 | -8.5% | 6.1% | 0.0% | 3.3 | 709 | 1.1 | 64 | 3.7% | i | 68.6 | -0.2% | 7.1%
Cc1ccc(C)c(OCCC(=O)Nc2cccc(S(=O)(=O)N3CCCC3)c2)c1 | · | 10.3% | · | · | · | 1.5 | 70 | · | i | 47.5 | · | 11.2%
